GLS inh: inhibitors of human glutaminase (GLS). O94925. GLS enzymatic activity, qHTS titration. Potency, µM (top dose mostly 45.5 µM), for inactives: top-dose activity change, negative = inhibition, most hits filed as inhibitors. 0.21% of 410,000 active. AID 624170; note: potency is the fitted concentration of half-maximal effect; % is set by controls: 0 for no effect and ±100 for the full control effect
Target sequence (O94925 whole entry, looked up): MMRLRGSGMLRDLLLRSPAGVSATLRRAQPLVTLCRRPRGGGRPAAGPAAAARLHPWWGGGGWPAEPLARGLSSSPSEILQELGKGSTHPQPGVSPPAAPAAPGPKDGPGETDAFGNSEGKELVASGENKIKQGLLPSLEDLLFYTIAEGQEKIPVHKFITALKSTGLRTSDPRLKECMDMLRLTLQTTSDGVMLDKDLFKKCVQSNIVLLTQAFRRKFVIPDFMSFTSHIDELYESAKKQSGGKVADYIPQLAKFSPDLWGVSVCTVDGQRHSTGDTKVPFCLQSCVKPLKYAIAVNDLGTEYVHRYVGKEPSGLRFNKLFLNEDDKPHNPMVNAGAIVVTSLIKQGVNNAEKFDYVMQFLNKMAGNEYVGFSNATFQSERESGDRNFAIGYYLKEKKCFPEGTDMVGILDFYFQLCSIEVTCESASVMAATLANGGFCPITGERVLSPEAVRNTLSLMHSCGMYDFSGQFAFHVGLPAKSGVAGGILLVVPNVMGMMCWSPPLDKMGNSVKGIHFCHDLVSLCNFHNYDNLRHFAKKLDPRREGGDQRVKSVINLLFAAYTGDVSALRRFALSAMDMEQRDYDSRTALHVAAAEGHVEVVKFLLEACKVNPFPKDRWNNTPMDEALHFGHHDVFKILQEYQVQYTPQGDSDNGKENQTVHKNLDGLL
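Human kidney-isoform GLS in 45 mM KH2PO4 pH 8.2, 0.02% Tween-20, with compound, started with 1mM L-Glutamine (added stock). Glutamate oxidase/HRP/Amplex red coupled fluorescence read at start and after 30 min at RT.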
HP1b chromo inh: inhibitors of HP1-beta chromodomain binding to methylated histone tails; P83916; AlphaScreen HP1-beta / biotin-H3K9me3 peptide binding; Potency, µM (highest dose often 114 µM), inactives show at the highest dose activity change, negative = inhibition, hits mostly inhibitors; 0.56% of 390,000 active; AID 540317; note: potency is the fitted concentration of half-maximal effect; nearly all actives have a fitted effect of over 70% in size; inactives centre near 23
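Compound inhibition of the preformed complex between 50 nM HP1-beta and 50 nM biotinylated H3K9me3 peptide was read by AlphaScreen. Buffer was PBS pH 7.4 with 0.01% Tween-20. Incubations ran 30 min at room temperature, with 10 ug/mL donor/acceptor beads.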
PGK inhibitor: T. brucei PGK inhibition. PGK/GAPDH coupled, Kinase-Glo luminescence, 60 min. 0.043% of 380,000 active. Potency, µM (highest dose often 57.5 µM), for inactives: at the top dose activity change, negative = inhibition, actives largely listed as inhibitors; note: potency is the fitted concentration of half-maximal effect; % is set by controls: 0 for no effect and ±100 for the full control effect; nearly all actives have a fitted effect of over 60% in size
Target sequence (P07378 whole entry, looked up): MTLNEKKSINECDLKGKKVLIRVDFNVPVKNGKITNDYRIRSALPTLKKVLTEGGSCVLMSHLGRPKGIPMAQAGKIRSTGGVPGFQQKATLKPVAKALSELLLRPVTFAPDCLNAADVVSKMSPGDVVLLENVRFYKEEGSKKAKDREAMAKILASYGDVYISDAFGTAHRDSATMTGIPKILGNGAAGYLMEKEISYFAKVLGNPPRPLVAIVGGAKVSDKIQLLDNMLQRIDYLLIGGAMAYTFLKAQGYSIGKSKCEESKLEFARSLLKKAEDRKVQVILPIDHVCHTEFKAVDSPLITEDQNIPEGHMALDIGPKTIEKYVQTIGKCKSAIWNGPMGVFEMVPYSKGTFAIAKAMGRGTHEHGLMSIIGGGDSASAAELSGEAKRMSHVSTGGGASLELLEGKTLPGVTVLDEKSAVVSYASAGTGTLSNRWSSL
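Recombinant glycosomal PGK reaction used 1,3-bisphosphoglycerate generated in-well by GAPDH (100nM final) in 100mM TEA pH 7.6, 5mM MgCl2, 0.01% Tween-20. After 60 minutes at room temperature, ATP was read by Kinase-Glo Plus luminescence end-point.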
rTrxR1 inhibitor: rat TrxR1 inhibition. O89049. recombinant rTrxR1, NADPH fluorescence consumption, selenite substrate. Potency, µM (top dose mostly 114 µM), for inactives: at the highest dose activity change, negative = inhibition, usual class: inhibitors. 1% of 390,000 active. AID 588453; note: potency is the fitted concentration of half-maximal effect; % is set by controls: 0 for no effect and ±100 for the full control effect; nearly all actives have a fitted effect of over 65% in size
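Rat TrxR1 (90 nM in the dispensed reagent) was pre-reduced with 400 uM NADPH for 5 min at room temperature, then incubated with compound for 15 min. After 400 uM selenite was added, NADPH fluorescence (Ex 340/Em 450 nm) was followed for 8 min.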
Pin1 inh: inhibitors of human Pin1; Q13526; Pin1 FP peptide displacement, HiFluor488, 10 min; Potency, µM (doses to about 115 µM), for inactives: at the top dose activity, negative = inhibition, actives largely listed as inhibitors; 0.009% of 390,000 active; AID 504891; active = well fitted inhibition curve with a large enough effect in the polarisation, with a control signal flat, not every such curve was filed as active; inconclusive = small, poorly fitted or top-dose-only effect, or effect the other way, or a change in a side signal; inactive = no such curve, though single readings can be large or run the other way; the % refers to the polarisation; note: potency is the fitted concentration of half-maximal effect; % is set by controls: 0 for no effect and ±100 for the full control effect
mIDH1 inhibitor: blocks human mutant IDH1 R132H enzyme; IDH1-R132H enzyme, NADPH consumption, diaphorase/resazurin fluorescence; Potency, µM (top dose mostly 76.6 µM), for inactives: at the top dose activity change, negative = inhibition, actives largely listed as inhibitors; 0.093% of 390,000 active; note: potency is the fitted concentration of half-maximal effect; % is set by controls: 0 for no effect and ±100 for the full control effect; nearly all actives have a fitted effect of over 65% in size
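IDH1-R132H (0.5 ug/mL dispensed) in pH 7.5 Tris buffer was preincubated 30 min with compound, then given a substrate mix of 0.016 mM NADPH and 2 mM alpha-KG for 80 min at room temperature; remaining NADPH was read by diaphorase/resazurin fluorescence.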
TrxR1 substrate: is turned over as a substrate by rat TrxR1 | O89049 | purified TrxR1 substrate turnover, NADPH consumption readout | Potency, µM (doses to about 114 µM), inactives show at the top dose activity change, negative = substrate turnover | 0.01% of 390,000 active | AID 588456; note: potency is the fitted concentration of half-maximal effect; % is set by controls: 0 for no effect and ±100 for the full control effect; nearly all actives have a fitted effect of over 50% in size
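Rat TrxR1, dispensed at 90 nM, was prereduced with 400 uM NADPH (final) for 5 min at ~22 deg C, then incubated with compound 15 min before 400 uM selenite. A first-read NADPH fluorescence drop versus no-compound background flagged substrates.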
USP1 inh: USP1/UAF1 (human) deubiquitinase inhibition; 0.23% of 390,000 active; Potency, µM (titrated, usually from 57.1 µM), for the others: at the highest dose activity change, negative = inhibition, actives largely listed as inhibitors; O94782; recombinant USP1/UAF1, Ub-Rhodamine cleavage fluorescence; note: potency is the fitted concentration of half-maximal effect; % is set by controls: 0 for no effect and ±100 for the full control effect; nearly all actives have a fitted effect of over 60% in size; inactives centre near -12
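1 nM enzyme complex + cpd, 15 min RT; start with Ub-Rho 150nM final; kinetic fluorescence ex 480/em 540, 6 reads q60 s. Buffer 50mM HEPES pH 7.8, 0.5mM EDTA, 0.1 mg/ml BSA, 1mM TCEP, 0.01% Tween-20.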
PI4K2A inh: blocks human PI4K2A kinase activity | Q9BTU6 | purified PI4K2A, ADP-Glo luminescence, 1 h; stronger effect = lower value | activity change, negative = inhibition, % at 76.9 µM | 0.13% of 420,000 active; in the data active = activity change below about -50%; inconclusive = mostly about -30% to -49%;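 note: -100% = wells without enzyme as full effect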
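In this quantitative HTS, ADP production by PI4K2A was quantified luminescently after 1 h at ambient temperature; 100 microM adenosine served as plate-quality control.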
Starred values were filed as active, the others as inactive; i = inactive; u = inconclusive; x = no result given; [ ] = another dose, or the depositor's remark. Unless noted, calls come from the whole dose curve; as a rule, active = well fitted curve in the direction sought with a large enough effect; inconclusive = small, poorly fitted or top-dose-only effect, or another doubt; inactive = no such curve, though single readings can be large; an effect the other way counts as inactive or inconclusive. These rows are one share of the data, so the mix of outcomes need not match the whole.

SMILES	GLS inh	HP1b chromo inh	PGK inhibitor	rTrxR1 inhibitor	Pin1 inh	mIDH1 inhibitor	TrxR1 substrate	USP1 inh	PI4K2A inh
NC(=O)C1=C[C@H](c2ccc3c(c2)OCO3)C[C@H](OCc2ccc(CO)cc2)O1	7.2%	28.1%	-4.1%	27.1%[57.1 µM]	-0.1%	4.4%	18.3%[57.1 µM]	-8.0%	2.3
COCCn1c(=NC(=O)c2ccc3c(c2)OCCO3)sc2cc(NC(C)=O)ccc21	-2.8%	31.3%[57 µM]	-1.8%	17.5%[57.1 µM]	3.3%	-6.5%	22.8%[57.1 µM]	-1.5%	-0.3
CSCC[C@H](NC(=O)NCCC1=CCCCC1)C(=O)O	9.9%	22.8%	-2.5%	-16.6%	-6.7%	1.9%	-11.6%	-2.6%	-6.2
N#Cc1ccccc1N=C1CCCN1Cc1ccccc1	-3.4%	117.6%[activator]	-2.2%	-9.8%	-7.0%	15.1%	-11.9%	-11.3%	0.6
Cc1ccc(C)c(N2CCN(C(=O)C34CC5CC(C3)CC(n3nnc(C)n3)(C5)C4)CC2)c1	-5.0%	30.3%	-7.4%	-15.0%[2.29 µM]	0.4%	9.1%	-2.8%[57.1 µM]	-6.4%	0.4
Cc1nn(-c2ccc(N3CCOCC3)nn2)c(C)c1CCC(=O)N1CCN(C)CC1	-1.9%	40.9%[activator]	-2.1%	11.0%	-16.7%	-3.6%	7.4%	-4.8%	-1.2
CC(=O)NC1CC2CCCC(C1)N2S(=O)(=O)c1ccccc1 (centres undefined)	-3.3%	37.0%[activator]	0.8%	14.3%	-8.6%	2.0%	3.6%	-14.7%	-3.3
Cc1ccc(OCC(=O)Nc2ccc3nc(SCC(=O)N4CCc5ccccc54)sc3c2)cc1	3.8%	39.0%	-5.1%	-23.2%	-5.5%	-0.4%	2.2%	-5.6%	0.5
O=C(NCCN1C(=O)S/C(=C\c2cccnc2)C1=O)C1CC(=O)N(Cc2ccco2)C1 (centres undefined)	4.9%	u	5.5%	-0.6%[11.4 µM]	-0.6%	18.4%	-6.2%	2.8%	-3.4
O=C(Nc1nnc(N2CCCCCC2)s1)c1cc(-c2ccc(Br)cc2)on1	-8.0%	53.3%[activator]	-10.5%	6.2%[57.1 µM]	-0.1%	14.8%	-3.3%[57.1 µM]	-8.2%	5.0
O=C(COC(=O)c1ccc(OC(F)F)cc1)NCCCN1CCCC1=O	3.8%	13.2%	0.0%	6.0%	-0.1%	-4.2%	-4.1%	-2.7%	3.7
Cc1cc(=O)[nH]c(N/N=C/c2ccc(C)o2)n1	17.8%	22.4%	6.5%	5.7%	4.1%	1.4%	-5.3%	-14.4%	-2.7
CC1CCc2c(sc(NC(=O)CCCOc3ccc(C(C)(C)C)cc3)c2C(N)=O)C1 (centres undefined)	-0.1%	13.7%	-6.0%	5.6%	0.2%	0.0%	15.1%	-10.4%	-6.4
O=C(NC(C(=O)N1CCCC1C(=O)O)=C1CCCCC1)c1ccccc1 (centres undefined)	-29.6%	71.3%[activator]	-7.1%	4.5%[57.1 µM]	-8.1%	0.2%	-9.8%	-7.3%	1.6
C[C@@H]1CN([C@H](C)CO)C(=O)CCCn2nncc2CO[C@H]1CN(C)C(=O)c1ccncc1	-3.7%	x	-2.3%	x	x	-5.5%	x	-22.8%	2.8
COc1ccc(N2CCN(C(=O)[C@@H]3CCCN3C3=NS(=O)(=O)c4ccccc43)CC2)cc1	23.7%	35.9%	-1.9%	24.1%	-10.5%	5.4%	1.9%	-12.8%	-1.4
O=C(NC1CCCC1)C(c1c[nH]c2ccccc12)N(C(=O)Cn1nnc(-c2ccc(Cl)cc2)n1)c1ccccc1 (centres undefined)	1.0%	5.0%	-0.5%	2.2%	1.3%	4.0%	-2.7%	-12.7%	4.7
Cc1ccccc1-c1noc(CNC(=O)c2ccco2)n1	2.8%	13.1%	-0.8%	10.7%	0.3%	5.3%	0.0%	0.6%	3.0
Cc1ccc(C)c(S(=O)(=O)Nc2ccc(C(=O)NCCc3ccccn3)cc2)c1	-21.0%	25.9%	1.7%	5.8%[57.1 µM]	-6.8%	0.7%	7.2%	-16.2%	-0.5
COCCn1c(SCC(=O)NCCc2ccc(OC)c(OC)c2)nc2c([nH]c3ccccc32)c1=O	-4.0%	12.3%	-3.6%	22.7%[57.1 µM]	-0.2%	3.1%	28.8%	4.1%	-0.3
O=C(c1csc2c1CCCC2)N1CCN(c2ncccn2)CC1	-0.2%	46.5%[activator]	i	2.5%	1.6%	0.0%	5.7%	-3.0%	-0.2
COc1ccc(-c2cc(C(F)(F)F)n3nc(C(=O)Nc4cccc(Cl)c4Cl)cc3n2)cc1OC	10.6%	43.9%[activator]	i	21.8%	8.7%	-2.3%	4.3%	14.3%	-3.4
Cc1cccc(C(=O)Nc2cccc3c2CCCC3)c1	-4.5%	37.8%	-5.7%	9.1%[57.1 µM]	5.9%	11.7%	-1.3%[57.1 µM]	-10.1%	-14.5
CC(C)Cc1nnc(NC(=O)CSc2nc(-c3ccccc3)cc(=O)[nH]2)s1	2.7%	20.1%	1.8%	2.9%[57.1 µM]	18.4%	18.2%	0.9%[57.1 µM]	-11.0%	0.6
Cc1c(C(=O)N(C)c2ccccc2Cl)cnn1-c1ccccc1	10.2%	16.2%	-3.1%	-11.1%	1.6%	0.0%	-12.0%	1.2%	-1.5
Cn1c2c(c(=O)n(C)c1=O)C(c1ccccc1C(F)(F)F)CC(=O)N2 (centres undefined)	-4.7%	21.4%	-9.3%	2.8%	0.4%	-4.0%	-4.1%	-21.8%	-8.8
CCN(CC)CCCN1C(=O)C(O)=C(C(=O)c2ccc(C)o2)C1c1ccc(C)o1 (centres undefined)	-17.7%	42.9%[activator]	-1.8%	u	u	-0.6%	-11.7%	-22.3%	-5.9
CCCC(=O)NC(=S)Nc1ccccc1OC	13.8%	61.3%[activator]	-7.4%	-11.1%	u	5.2%	0.0%	-13.0%	0.4
O=C(COC(=O)c1cc([N+](=O)[O-])ccc1NCc1ccccc1)NC1CCCCC1	-2.5%	6.5%	i	29.2%	0.8%	1.1%	4.2%	-6.3%	-8.1
CC(=O)Nc1ccc(OCC(=O)NCCc2ccccc2)cc1	-1.6%	33.9%	-8.6%	10.3%	-16.4%	-6.5%	3.8%	-25.7%	-1.9
CCOC(=O)c1[nH]c2c(c1C)C(=O)CC(c1ccco1)C2 (centres undefined)	-11.9%	-14.7%	-11.3%	-12.4%[57.1 µM]	u	14.5%	-8.3%[57.1 µM]	-13.9%	-14.6
CCCCCCn1c(=O)n2n(c1=O)[C@@H]1CN(S(=O)(=O)c3ccc(C)cc3)C[C@]1(O)[C@@H](OC(=O)NCc1ccccc1)C2	1.2%	x	8.3%	x	x	12.2%	x	-31.3%	0.3
CCCCn1nc(NC(=O)c2cccc(Cl)c2)c2cc3ccccc3nc21	-4.1%	53.4%[activator]	i	8.0%	7.1%	10.7%	29.1%	-16.2%	-2.7
Nc1cc(=O)[nH]c(=O)n1CC1CC1	1.8%	28.6%	i	-1.4%[57.1 µM]	-3.7%	3.4%	1.2%[57.1 µM]	-17.6%	-5.5
COc1nc(OC)nc(N2CCC(NC(=O)C(Cc3ccc(C(C)C)cc3)NC(C)=O)CC2)n1 (centres undefined)	-8.4%	54.3%[activator]	-9.1%	21.2%	-1.2%	-4.5%	5.6%	-17.1%	-4.3
CCOC(=O)CSc1nc(COc2ccccc2)nc2ccccc12	-6.1%	133.3%[activator]	-1.0%	8.5%	-1.4%	9.4%	-1.3%	-12.8%	1.1
O=C(Cc1ccccc1[N+](=O)[O-])NCCCc1ccccc1	-11.3%	-13.4%	-3.3%	8.4%	-0.3%	0.6%	2.9%	-1.9%	4.1
CCS(=O)c1ccccc1C(=O)OCC(=O)Nc1cccc(S(=O)(=O)N2CCCCC2)c1 (centres undefined)	-0.2%	35.1%	-1.6%	25.2%	0.3%	5.0%	5.1%	-12.8%	-3.1
CCCCn1c(-c2ccccc2)nc2c(=O)n(C)c(=O)[nH]c21	11.8%	11.4%	5.0%	33.8%[activator]	0.7%	0.7%	453.5%[activator]	2.9%	-0.3
Cc1ccc(NC(=O)Cc2c(Cl)cccc2Cl)cc1S(=O)(=O)N(C)C	9.2%	35.8%	-1.7%	-10.9%	3.2%	2.0%	-10.7%	-20.9%	-8.4
CCOC(=O)N1CCN(C(=O)C2CCN(S(=O)(=O)c3ccc(NC(C)=O)cc3)CC2)CC1	-3.6%	35.6%	-5.7%	0.9%	-5.4%	-0.9%	-7.2%	-17.7%	1.4
CC(C)(C)NC(=O)C(=O)NNC(=O)C12CC3CC(CC(C3)C1)C2	-4.4%	21.4%[57 µM]	-6.3%	19.2%	-11.6%	7.5%	4.0%	-18.7%	1.8
CCc1ccccc1N(C(C)=O)c1nc(CCl)cs1	2.2%	44.1%[activator]	-1.8%	-14.4%	-1.5%	1.3%	-0.6%	-22.1%	-11.1

Random excerpt: two compounds from above.
SMILES	GLS inh	HP1b chromo inh	PGK inhibitor	rTrxR1 inhibitor	Pin1 inh	mIDH1 inhibitor	TrxR1 substrate	USP1 inh	PI4K2A inh
COc1nc(OC)nc(N2CCC(NC(=O)C(Cc3ccc(C(C)C)cc3)NC(C)=O)CC2)n1 (centres undefined)	-8.4%	54.3%[activator]	-9.1%	21.2%	-1.2%	-4.5%	5.6%	-17.1%	-4.3
CCOC(=O)CSc1nc(COc2ccccc2)nc2ccccc12	-6.1%	133.3%[activator]	-1.0%	8.5%	-1.4%	9.4%	-1.3%	-12.8%	1.1

Source: PubChem BioAssay (National Center for Advancing Translational Sciences (NCATS))
